Compound activity deposited in PubChem by several laboratories.
KLF5 inhibitor: suppresses KLF5 promoter-driven expression. DLD-1 KLF5 promoter-luciferase reporter, luminescence. inhibition, % at 5 µM. 290,000 compounds, 0.23% hits. AID 1700;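 active = inhibition above a per-plate limit of that plate's mean compound inhibition plus 3 SD, cut at about 60% in these data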;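 note: 0% = DMSO wells and 100% = LY294002 at 200 µM; higher means less KLF5 promoter-driven luciferase light; inactives centre near -14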
Dyrk1A ADPGlo: blocks rat Dyrk1A kinase activity | Q63470 | ADP-Glo luminescence, NFATc1 peptide | 310,000 compounds, 0.43% hits | inhibition, % at 12.5 µM; in the data active = inhibition above about 50%;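 note: plate controls were vehicle with enzyme for no effect and no enzyme for full effect; many of its hits are not listed in these tables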
IEC-6 tox: counter-screen for KLF5 inhibitors: cytotoxicity in IEC-6 cells. IEC-6 cytotoxicity, luminescence viability. inhibition, % at 5 µM. 290,000 compounds, 0.78% hits. AID 1825; in the data active = inhibition above about 22%;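 note: 0% = plate median of test compound wells and 100% = cytotoxic reference compound wells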
Platelet DG rel: modulates dense granule release in human platelets; human platelet-rich plasma, SFLLRN dense granule ATP release, luminescence; inhibition, %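 (compounds screened at 7.5 µM in platelet-rich plasma)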; 300,000 compounds, 0.22% hits;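 active = mean replicate score, as percent of positive control, at or above 50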
GSK3B inh: inhibitors of human GSK3beta kinase | activity score (negative = inhibition), % at 10 µM | GST-GSK3beta kinase, ADP-Glo luminescence, 60 min; stronger effect = lower value | AID 2097 | 300,000 compounds, 0.038% hits;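 active = more than half of replicate wells score below -50%, meaning over 50% inhibition versus plate controls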;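 note: 0% = median DMSO wells and -100% = median GW8510 positive control wells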
Target sequence (P49841 whole entry, looked up): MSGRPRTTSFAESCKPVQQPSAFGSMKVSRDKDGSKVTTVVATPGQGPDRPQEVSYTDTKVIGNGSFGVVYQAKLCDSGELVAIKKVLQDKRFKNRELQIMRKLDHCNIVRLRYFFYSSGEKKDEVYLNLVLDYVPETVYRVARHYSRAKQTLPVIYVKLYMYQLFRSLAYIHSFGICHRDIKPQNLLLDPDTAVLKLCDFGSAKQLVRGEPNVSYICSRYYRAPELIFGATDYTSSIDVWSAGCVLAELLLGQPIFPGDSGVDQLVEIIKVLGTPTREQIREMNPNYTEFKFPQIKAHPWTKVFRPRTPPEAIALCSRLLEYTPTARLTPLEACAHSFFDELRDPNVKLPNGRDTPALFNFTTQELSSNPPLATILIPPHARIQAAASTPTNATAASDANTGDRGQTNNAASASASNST
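Test system: GST-tagged human GSK3beta kinase, cell-free; evaluation: activity score scaled between in-plate DMSO and GW8510 controls; measured by: ADP-Glo luminescence; incubation: 60 min reaction, RT; benchmarks: DMSO and 20 µM GW8510; reagent: peptide substrate plus 25 µM ATP (final); medium: Tris/MgCl2 kinase buffer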
HSF1 inh: HSF1 inhibition. 300,000 compounds, 0.77% hits. AID 2098. NIH3T3-HGL HSE-luciferase, MG132-induced, luminescence 8 h; stronger effect = lower value. activity change, negative = inhibition, % at 7.5 µM (by protocol);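 active = more than half of replicate wells show activity change below -50%, luminescence cut by over half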;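 note: luciferase reports HSF-1 transcriptional activity via heat shock element; 0% = median of DMSO wells and -100% = zero luminescence signal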
GSK3A inh: inhibitors of human GSK-3 alpha kinase; P49840; ADP-Glo luminescence, 60 min; inhibition, % at 10 µM; 320,000 compounds, 0.1% hits;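 in the data active = inhibition above about 50%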;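 note: GST-tagged GSK-3 alpha with peptide substrate and 25 µM ATP; 0% = DMSO neutral wells and 100% = GW8510 positive control wells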
Target sequence (P49840 whole entry, looked up): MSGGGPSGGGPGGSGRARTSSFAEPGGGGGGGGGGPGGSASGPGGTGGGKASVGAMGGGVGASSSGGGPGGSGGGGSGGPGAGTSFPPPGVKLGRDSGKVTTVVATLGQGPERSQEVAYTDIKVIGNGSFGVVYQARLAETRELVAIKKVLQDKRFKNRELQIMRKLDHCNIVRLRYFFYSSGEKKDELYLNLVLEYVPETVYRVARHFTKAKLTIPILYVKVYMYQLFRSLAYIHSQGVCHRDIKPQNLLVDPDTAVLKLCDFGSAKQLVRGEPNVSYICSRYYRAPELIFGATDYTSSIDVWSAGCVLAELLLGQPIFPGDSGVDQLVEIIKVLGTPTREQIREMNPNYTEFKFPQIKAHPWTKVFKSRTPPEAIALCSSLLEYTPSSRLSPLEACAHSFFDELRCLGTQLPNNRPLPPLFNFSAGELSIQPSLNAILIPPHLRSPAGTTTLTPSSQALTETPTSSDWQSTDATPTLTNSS
aSyn UTR inh: MLPCN primary screen, SNCA 5' untranslated region; inhibition, % (tested at 7.5 µM); 300,000 compounds, 0.82% hits; alpha-synuclein 5'UTR reporter, inhibitor activity; in the data active = inhibition above about 60%;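 note: H4 neuroglioblastoma cells stably carrying SNCA 5'UTR luciferase fusion; 0% = DMSO wells and 100% = positive control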
HSF-1 act: increases HSF-1 driven luciferase reporter signal | NIH3T3-HGL HSF-1 luciferase reporter, MG132, 8 h; 100% = twice DMSO control signal | activation, % at 9 µM | 300,000 compounds, 1.7% hits;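 active = mean replicate activation of at least 50% with a set share of replicates each reaching 50%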;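 note: 0% = median of the neutral control wells and 100% = twice that signal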
HSP90 refold inh: blocks HSP90-mediated luciferase refolding in reticulocyte lysate; Rabbit reticulocyte lysate, luciferase refolding luminescence, 3 h; inhibition, % at 5.6 µM; 290,000 compounds, 0.91% hits; AID 1789;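 active = inhibition above the screen-wide mean plus 3 SD, computed separately per campaign, cut at about 16% in these data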;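 note: 0% = DMSO wells and 100% = 60 µM geldanamycin wells; inhibitors lower the luminescence because luciferase stays unfolded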
* marks the source's active call; other numbers are inactive results; · = no result given. This is a subset, so the mix of outcomes need not match the whole.

Compound	GSK3B inh	aSyn UTR inh	IEC-6 tox	HSF-1 act	KLF5 inhibitor	Dyrk1A ADPGlo	HSF1 inh	GSK3A inh	HSP90 refold inh	Platelet DG rel
Cc1ccc(-c2nnc(NCc3nc4ccccc4[nH]3)c3ccccc23)cc1S(=O)(=O)N(C)C	3	-18	6	32	-23	-7	3	-2	-1	1
Brc1ccc(-c2noc(C3CCCCC3)n2)cc1	2	-143	3	-29	-7	2	-6	-3	1	-5
CCCOP(=O)(OCCC)C(Nc1ccc(C(C)C)cc1)c1ccc([N+](=O)[O-])cc1 (stereo unspecified)	2	-17	-4	-43	-10	3	-42	10	0	0
Cc1cc(C)cc(OCC(=O)NN2Cc3ccccc3C2=N)c1	-1	-8	4	32	-26	5	2	-2	1	-1
O=C(Nc1ccc(CSc2ccccc2)cc1)c1ccco1	-1	-125	4	25	-98	-4	35	2	1	22
CCN(CC(=O)NC1CCCC1)S(=O)(=O)c1ccc(Br)cc1	-12	-5	-3	3	-38	0	0	2	-1	2
CSCCC(NC(=O)OC(C)(C)C)C(=O)NC(CC(C)C)C(N)=O (stereo unspecified)	-1	-12	4	4	-11	3	-3	6	1	-19
COc1ccc(-n2nc3c(c2NC(=O)CCCCl)CSC3)cc1	-2	-17	2	35	-18	-2	16	-1	-7	7

Given as labelled records: part of the list above
Brc1ccc(-c2noc(C3CCCCC3)n2)cc1
- GSK3B inh: 2
- aSyn UTR inh: -143
- IEC-6 tox: 3
- HSF-1 act: -29
- KLF5 inhibitor: -7
- Dyrk1A ADPGlo: 2
- HSF1 inh: -6
- GSK3A inh: -3
- HSP90 refold inh: 1
- Platelet DG rel: -5
CCCOP(=O)(OCCC)C(Nc1ccc(C(C)C)cc1)c1ccc([N+](=O)[O-])cc1 (stereo unspecified)
- GSK3B inh: 2
- aSyn UTR inh: -17
- IEC-6 tox: -4
- HSF-1 act: -43
- KLF5 inhibitor: -10
- Dyrk1A ADPGlo: 3
- HSF1 inh: -42
- GSK3A inh: 10
- HSP90 refold inh: 0
- Platelet DG rel: 0
Cc1cc(C)cc(OCC(=O)NN2Cc3ccccc3C2=N)c1
- GSK3B inh: -1
- aSyn UTR inh: -8
- IEC-6 tox: 4
- HSF-1 act: 32
- KLF5 inhibitor: -26
- Dyrk1A ADPGlo: 5
- HSF1 inh: 2
- GSK3A inh: -2
- HSP90 refold inh: 1
- Platelet DG rel: -1
O=C(Nc1ccc(CSc2ccccc2)cc1)c1ccco1
- GSK3B inh: -1
- aSyn UTR inh: -125
- IEC-6 tox: 4
- HSF-1 act: 25
- KLF5 inhibitor: -98
- Dyrk1A ADPGlo: -4
- HSF1 inh: 35
- GSK3A inh: 2
- HSP90 refold inh: 1
- Platelet DG rel: 22

Continuation:
Compound	GSK3B inh	aSyn UTR inh	IEC-6 tox	HSF-1 act	KLF5 inhibitor	Dyrk1A ADPGlo	HSF1 inh	GSK3A inh	HSP90 refold inh	Platelet DG rel
CCOC(=O)c1cc(NC(=O)c2cccnc2)ccc1N1CCOCC1	0	-15	-2	2	-13	·	-3	-3	1	-3
CCOC(=O)c1cc(NC(=O)CN2CCCC2)cc(C(=O)OCC)c1	-3	6	-1	0	-12	6	-3	-2	3	-2
COCc1nnc(NS(=O)(=O)c2ccc(NC(C)=O)cc2)s1	1	6	-2	-5	-26	4	-7	-1	2	1
COCCCN1C(=O)C(=O)/C(=C(/O)c2ccc(OC)cc2C)C1c1cccnc1 (stereo unspecified)	1	3	-1	-9	-5	-3	0	-1	-1	-5
CCC(C)(C)NC(=O)CN(Cc1ccc(OC)cc1)C(=O)CCC(=O)Nc1nccs1	-1	10	-7	4	-22	-4	0	4	2	-6
c1ccc(CCn2nnnc2C(c2cccnc2)N2CCOCC2)cc1 (stereo unspecified)	2	-1	2	-10	-8	·	-5	-1	-1	-3
CCc1ccc(NC(=O)C(=O)NCCN2CCN(S(C)(=O)=O)CC2)cc1	4	2	-9	1	-21	-2	6	-1	-8	16
O=[N+]([O-])c1cccc(N=NN(CCO)c2cccc([N+](=O)[O-])c2)c1	7	-22	0	12	-41	-6	-2	-3	0	-5

Some values from above:
CCOC(=O)c1cc(NC(=O)c2cccnc2)ccc1N1CCOCC1 – HSF-1 act = 2
CCOC(=O)c1cc(NC(=O)CN2CCCC2)cc(C(=O)OCC)c1 – Platelet DG rel = -2
c1ccc(CCn2nnnc2C(c2cccnc2)N2CCOCC2)cc1 (stereo unspecified) – HSP90 refold inh = -1

Continuation:
Compound	GSK3B inh	aSyn UTR inh	IEC-6 tox	HSF-1 act	KLF5 inhibitor	Dyrk1A ADPGlo	HSF1 inh	GSK3A inh	HSP90 refold inh	Platelet DG rel
COc1ccc(C)cc1N(CC(=O)O)S(=O)(=O)c1ccc(C)cc1	3	17	5	6	9	-3	4	-3	5	-2
COC(=O)c1c(NC(=O)C(=O)NCC2CCCO2)sc2c1CC(C)(C)OC2 (stereo unspecified)	-1	30	3	8	-1	·	2	-2	1	-13
O=C(C1CCCCC1)N1CCc2ccccc21	-4	4	-3	8	-32	0	-7	-2	2	-6
COc1ccc(NC(=O)CSCC(=O)Oc2c(OC)cccc2OC)cc1	1	2	·	2	·	2	-6	-3	·	-6
CN(CCCC1CCCC1)C(=O)CC1C(=O)NCCN1Cc1ccc(F)cc1 (stereo unspecified)	-3	-4	-11	-12	-23	-3	1	-2	-3	-8
COc1cc(/C=C\C(=O)OCn2nnc3ccccc3c2=O)cc(OC)c1OC	-2	1	0	-4	-32	-5	11	-1	4	-1
CCC(C(=O)N1CCc2cc(OC)c(OC)cc2C1)c1ccccc1 (stereo unspecified)	11	11	-2	-7	-23	-2	-6	-2	0	-16
Cc1ccc(NC(=O)/C=C/c2ccc3c(c2)OCO3)cc1S(=O)(=O)N1CCOCC1	1	3	-2	13	-16	38	-7	1	1	2
O=C(COc1ccccc1Cl)N1CCN(c2ccc([N+](=O)[O-])c(N3CCCCC3)c2)CC1	-1	16	-2	-10	-22	1	-4	-2	1	-3
CCN1CCCC1CN(Cc1cc2c(C)cc(C)cc2[nH]c1=O)C(=O)NC1CCCCC1 (stereo unspecified)	3	-5	4	-3	-6	1	2	·	4	0
O=C(NCCCn1ccnc1)/C(=C/c1cccs1)NC(=O)c1ccco1	-1	-4	1	5	5	3	-3	-2	1	-4
O=c1[nH]cc(N2CCCCCC2)c(=O)[nH]1	1	16	-3	-15	-22	·	5	-1	1	-2
Cc1ccc2ncnc(Nc3cccc([N+](=O)[O-])c3)c2c1	-1	-44	31*	-11	-33	4	-1	-2	1	-7
COc1cc(NS(=O)(=O)c2ccc(NC(=S)Nc3ccccc3)cc2)nc(OC)n1	2	3	4	-8	-16	-4	-2	-3	1	-17
CCOc1ccc(C(NC(=O)c2ccco2)c2ccc(OC)c(OC)c2)cc1 (stereo unspecified)	1	9	-4	-12	-14	-7	-4	-3	-1	0
CCCCc1nc2cc(C(=O)N3CCC(O)CC3)ccc2o1	-3	-83	5	24	-112	-5	-1	·	8	-7
CCn1c(CCc2ccccc2)nnc1SCC(N)=O	3	-5	1	-14	-17	9	-6	-3	1	-1
CCCSc1ncc(Cl)c(C(=O)Nc2ccc(S(=O)(=O)Nc3ncccn3)cc2)n1	-25	-26	3	24	1	1	1	-2	2	3
COc1ccc(NC(=O)CCC(=O)Nc2nnc(C3CCCCC3)s2)cc1	4	-3	-5	-6	-35	-3	-3	-2	-2	9
CCNC(=S)NC1CC2CCC(C1)N2Cc1ccccc1 (stereo unspecified)	3	11	1	6	5	·	-7	2	-4	3
NS(=O)(=O)c1ccc(CCNC(=O)Cc2ccc(S(=O)(=O)N3CCOCC3)s2)cc1	0	-8	·	-5	·	-5	-6	-2	·	11
O=C(NCCc1ccccc1)c1nc(-c2cccs2)no1	2	-61	1	11	-26	·	6	-1	-1	6
O=[N+]([O-])c1ccc(NC(=S)N2CCN(S(=O)(=O)c3ccccc3)CC2)cc1	0	·	-2	·	-15	-3	·	·	0	·
CC1(C)Cc2c(cnn2-c2ccc(F)cc2)C(NC(=O)CCC(F)(F)F)C1 (stereo unspecified)	0	7	7	2	-9	6	6	-2	0	11
Cc1ccn2cc(-c3cccc(NC(=O)c4ccccc4)c3)nc2c1	3	-82	3	14	-40	·	11	0	1	4
Cc1ccc2nc(-c3ccc(N4C(=O)CC(N5CCC(C(N)=O)CC5)C4=O)cc3)sc2c1 (stereo unspecified)	2	-72	-6	15	-108	·	7	-1	-3	-2
CC(C)C(NS(=O)(=O)c1cccc2nsnc12)C(=O)N1CCc2ccccc2C1 (stereo unspecified)	-1	18	-6	3	-9	-8	0	-2	-2	9
CCCCN1C(=O)/C(=C(/C#N)C(N)=O)c2ccccc21	2	25	-2	-3	-8	0	-3	-4	-6	-13
O=C(NC1CC1)c1ccc2c3c(cccc13)CC2	4	-21	6	-5	17	5	-9	0	-4	-9
COc1ccc(C(=O)COC(=O)c2ccc3ccccc3n2)cc1	1	6	2	-14	-2	6	-5	-3	0	-3
CCCC(=O)NC(=S)Nc1sc2c(c1C(N)=O)CCC2	3	-50	-1	-1	-29	-1	-9	49	3	-7
NC1=NC2(CCCCC2)n2c(nc3ccccc32)N1	-2	2	-2	2	-23	5	-9	3	4	5
O=C(Nc1cc2cc([N+](=O)[O-])ccc2oc1=O)c1cccs1	-4	-76	-6	-1	-14	·	-12	-2	0	-7
CCOC(=O)c1ccc2c(c1)nc(-c1ccc(F)cc1)c1nccn12	1	7	-2	-2	-3	-3	-5	8	-1	0
CCOC(=O)N1CCC(n2c(SCC(=O)Nc3nccs3)nc3ccsc3c2=O)CC1	2	22	1	-1	-9	2	2	2	3	-4
COC(=O)C1CCN(S(=O)(=O)c2ccc(NC(C)=O)cc2)CC1	2	-7	-3	14	-21	-4	8	1	1	-7
COc1cccc(/C=N\NS(=O)(=O)c2ccccc2)c1OC	1	11	4	-3	-10	3	-5	-6	-1	2
CN(C)C=Nc1ccccc1C1C=NNC1=O (stereo unspecified)	1	-34	1	9	-5	·	1	1	0	3
CC(C)CC(NS(=O)(=O)c1ccc2c(c1)oc(=O)n2C)C(=O)NC1CCCc2ccccc21 (stereo unspecified)	2	4	-2	62*	-7	3	30	-1	-1	13
c1coc(-c2nnc(-c3cccs3)o2)c1	4	-99	4	26	-59	-31	18	2	2	-3
